# MC4R antagonist: MC4R antagonists of cAMP signaling, primary screen, cell-based, TR-FRET, antagonist arm of biased-ligand search | MC4R-expressing cells, MTII-stimulated cAMP, LANCE TR-FRET | inhibition, % at 6.5 µM | 360,000 compounds, 0.48% hits | AID 540295, 2011;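 active = inhibition above its plate's cutoff, the mean of tested wells on that plate plus 3 SD, cut at about 29% in these data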;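 also: 0% = Melanotan II alone and 100% = Melanotan II plus saturating MCL0020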
#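 system = U2OS cells with stable human MC4R expression | also added = Melanotan II challenge after compound preincubation | dosing = one concentration, 6.5 µM nominal | incubation = compound 30 min, challenge 1 h, detection 1 h | measured by = TR-FRET with Eu-cAMP and labeled anti-cAMP, 671 nm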
# SRC2 inh: inhibition of GAL4-SRC2 driven luciferase reporter, primary screen, SRC2 inhibitor project, cell-based, luminescence; Nuclear receptor coactivator 2 (Homo sapiens), Q15596; HEK293 GAL4-SRC2 luciferase reporter; inhibition, % at 9 µM; 370,000 compounds, 0.17% hits; AID 651957, 2012;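 active = inhibition above the mean inhibition of all tested compounds plus 3 SD, set per campaign, cut at about 52% in these data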;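 also: 0% = DMSO treated cells and 100% = cells given Gossypol at 36 µM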
# MC4R ag barr: MC4R agonists recruiting beta-arrestin, primary screen, cell-based, luminescence, agonist arm of biased-ligand search. Melanocortin receptor 4 (Homo sapiens), P32245. U2OS MC4R beta-arrestin complementation; percent of melanotan II response, DMSO zero. activation, % at 8.9 µM. 360,000 compounds, 0.98% hits;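 active = activation above a per-plate cutoff, the mean activation of sample wells on that plate plus 3 SD, cut at about 8% in these data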
# ABCB6 inh 2: ABCB6 transporter inhibitors, primary screen, K562-ABCB6 cells, flow cytometry, MLPCN library. K562-ABCB6 porphyrin accumulation, 1 h; hits give low values. fluorescence ratio to DMSO, % at 10 µM. 360,000 compounds, 0.19% hits;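 active = fluorescence ratio to DMSO below 75%, the collection mean minus 3 SD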;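 also: signal is porphyrin accumulated inside mitochondria; 100% equals median channel fluorescence of DMSO control wells; lower ratio means ABCB6 inhibition with less porphyrin fluorescence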
# Target sequence (Q9NP58 whole entry, looked up): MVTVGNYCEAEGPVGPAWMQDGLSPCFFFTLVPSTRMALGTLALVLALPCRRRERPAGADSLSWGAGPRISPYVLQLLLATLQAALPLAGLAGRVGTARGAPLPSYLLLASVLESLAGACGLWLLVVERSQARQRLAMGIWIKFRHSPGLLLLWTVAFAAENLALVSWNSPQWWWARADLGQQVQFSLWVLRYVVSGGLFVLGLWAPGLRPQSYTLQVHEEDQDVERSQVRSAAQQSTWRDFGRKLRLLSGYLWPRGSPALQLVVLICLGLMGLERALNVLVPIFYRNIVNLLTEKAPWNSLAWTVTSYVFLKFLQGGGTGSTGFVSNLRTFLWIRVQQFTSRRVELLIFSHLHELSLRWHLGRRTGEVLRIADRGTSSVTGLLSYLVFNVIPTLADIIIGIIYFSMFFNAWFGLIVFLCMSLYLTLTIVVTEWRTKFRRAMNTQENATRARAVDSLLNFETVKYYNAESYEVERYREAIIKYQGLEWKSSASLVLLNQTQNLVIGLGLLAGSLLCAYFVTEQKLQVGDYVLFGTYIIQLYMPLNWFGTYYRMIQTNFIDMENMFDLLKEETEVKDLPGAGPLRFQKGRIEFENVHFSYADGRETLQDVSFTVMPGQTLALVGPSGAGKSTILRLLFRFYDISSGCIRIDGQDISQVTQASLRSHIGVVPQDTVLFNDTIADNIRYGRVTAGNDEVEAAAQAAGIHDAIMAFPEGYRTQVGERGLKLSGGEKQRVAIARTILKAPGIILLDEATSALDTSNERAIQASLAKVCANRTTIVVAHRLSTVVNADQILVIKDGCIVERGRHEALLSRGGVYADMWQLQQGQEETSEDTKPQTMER
# TLR9-MyD88 block: inhibitors of TLR9-MyD88 association in cells, primary screen, cell-based, CHO, BLA complementation, fluorescence. Toll-like receptor 9 (Homo sapiens) + Myeloid differentiation primary response protein …. CCF4 FRET ratio. 340,000 compounds, 0.21% hits. inhibition, % at 4.98 µM;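 active = inhibition above the mean over all tested compounds plus 3 SD, cut at about 21% in these data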;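 also: 0% = DMSO only wells and 100% = clavulanate BLA inhibitor control wells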
# NOD2 RIPK2 PPI: NOD2-RIPK2 binding disruptors in cells, primary screen, fluorescence, CHO cells, BLA complementation. Receptor-interacting serine/threonine-protein kinase 2 (Homo sapiens), O43353. CCF4 ratio. inhibition, % at 4.98 µM. 360,000 compounds, 0.38% hits. AID 624267, 2012; in the data active = inhibition above about 21%;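 also: 0% = vehicle only and 100% = reference blocker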
# Cardio protect: cardioprotection against H2O2-induced cell death, primary screen, uHTS, H9c2 cells, ATPLite luminescence; H9c2 cardiomyocytes, H2O2 injury protection, 2 h; protection from H2O2 cell death, % at 20 µM; 360,000 compounds, 0.63% hits;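 active = compounds giving at least 50% protection of heart cells from peroxide-induced death in the single-dose screen, raw or plate-pattern-corrected value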;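 also: 0% = DMSO wells with peroxide and 100% = DMSO wells without peroxide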
# HTR2A ag: mouse Htr2a agonists via beta-arrestin recruitment, primary screen, cell-based, luminescence; CHO-K1 mHTR2A beta-arrestin complementation; percent of 30 µM serotonin response; 360,000 compounds, 0.66% hits; AID 624169, 2012; activation, % at 7.6 µM;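 active = activation above a run cutoff, the mean activation of all tested compounds plus 3 SD, cut at about 14% in these data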;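 also: 0% = plate median of compound wells and 100% = 30 µM serotonin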
# N-glyco inh: increase of ERlucT glycosylation luciferase signal, primary screen, N-linked glycosylation inhibitor project, D54 ERlucT cells, luminescence, set 2 | D54 ERlucT glycosylation luciferase reporter, 24 h; percent of 100 nM tunicamycin response | reporter increase, % at 12.5 µM | 360,000 compounds, 0.23% hits | AID 588692, 2011;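 active = mean luciferase reporter signal, scaled so untreated is 0 and the glycosylation-blocking control 100, at or above a set limit in every replicate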;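 also: luciferase carries N-glycosylation sites so blocking glycosylation raises the light; 0% = median of neutral control wells and 100% = median of 100 nM tunicamycin wells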
# ABHD5-PLIN5 inh: ABHD5-PLIN5 interaction inhibitors, primary screen, cell lysate, split luciferase complementation, luminescence; AID 602281, 2012; 360,000 compounds, 0.78% hits; inhibition, % at 4 µM; Split G. princeps luciferase complementation, 4 h; Perilipin-5 (Homo sapiens) + 1-acylglycerol-3-phosphate O-acyltransferase ABHD5 (Homo …;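 active = inhibition above the mean inhibition across every tested compound plus 3 SD, cut at about 22% in these data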;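 also: 0% = DMSO only wells and the 100% control is not disclosed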
# The depositor's hits bear a star; / = no result given. This is a subset, so the mix of outcomes need not match the whole.
SMILES,MC4R antagonist,SRC2 inh,MC4R ag barr,ABCB6 inh 2,TLR9-MyD88 block,NOD2 RIPK2 PPI,Cardio protect,HTR2A ag,N-glyco inh,ABHD5-PLIN5 inh
COc1ccc(C2SCC(=O)Nc3c2c(=O)[nH]n3C2CCCCCC2)cc1OC (stereo unspecified),6.1,-40.0,-1.3,100.0,-12.2,-5.0,-2.7,0.2,0.2,-2.8
CN1C(=O)CN=C(c2ccccc2Cl)c2cc(Br)ccc21,5.8,-0.5,-0.2,93.0,-6.3,-8.3,-1.0,6.5,0.6,6.7
CCOC(=O)C1=C(C)OC(N)=C(C#N)C12C(=O)Nc1ccc(C)cc12 (stereo unspecified),2.1,-1.2,-2.6,95.0,1.3,-3.3,-5.1,-2.2,0.8,-7.0
CCCCn1nnnc1C(c1ccc(OC)cc1)N1CCC2(CC1)C(=O)NCN2c1ccccc1 (stereo unspecified),/,-5.6,/,91.0,/,-9.3,6.0,-4.0,-2.8,-1.3
C[C@]12CCC(=O)C=C1CC[C@@H]1[C@@H]2C(=O)C[C@]2(C)C(=O)CC[C@@H]12,10.5,-25.3,-0.6,98.0,-2.9,-2.5,7.2,4.1,0.1,2.6
COc1ccc(C(=O)OC2C[C@H]3CC[C@@H](C2)N3O)cc1OC (stereo partly specified),2.1,0.5,-1.2,93.0,1.3,-1.8,4.9,0.9,0.0,-3.0
COc1cccc(NP(=O)(Oc2ccc(Cl)cc2)Oc2ccc(Cl)cc2)c1,-9.0,4.4,0.9,104.0,2.9,-2.0,-11.0,-6.5,-2.8,-7.4
c1ccc(CNc2c3c(nc4ccccc24)CCC3)cc1,-2.9,-33.2,1.4,96.0,-5.3,3.5,-13.8,-6.7,2.7,7.8
CCOC(=O)COc1ccc(/C=C2\C(=O)NC(=S)N(c3ccc(OC)cc3)C2=O)cc1OC,-5.6,-8.4,-1.9,96.0,-11.7,1.8,0.3,3.5,-0.8,-0.1
N/C(=N/[N+](=O)[O-])N1CCN(C(=O)c2ccc(Cl)cc2)CC1,10.2,-5.8,-3.8,104.0,-1.7,-4.8,3.5,-3.1,0.3,-5.8
OC(c1ccncc1)(c1ccc(F)cc1)c1ccc(F)cc1,8.3,15.3,-0.5,102.0,1.8,-8.2,1.3,-2.7,1.1,0.9
COc1ccc(CC[n+]2cc(/N=C(\C)[O-])on2)cc1OC,8.4,11.4,-1.0,102.0,-8.5,-6.0,-0.3,2.0,0.3,-9.2
CC[N+](CC)(CC)CCCCCCCCCC[N+](CC)(CC)CC,17.5,-13.7,0.6,94.0,-5.5,-11.7,-2.4,-1.2,0.1,-2.5
CNC(=O)Oc1ccccc1OC(C)C,-3.1,-15.7,0.0,93.0,1.7,-0.3,18.5,-5.3,1.1,4.4
O=P(N[C@@H](c1ccccc1)[C@@H]1C[C@H]1CO)(c1ccccc1)c1ccccc1,-1.6,-9.2,0.0,95.0,-51.9,-0.9,2.5,-0.8,-2.1,0.4
COc1ccc(C2SCC(=O)Nc3c2c(C)nn3-c2ccccc2)cc1OC (stereo unspecified),6.4,-21.4,-1.0,100.0,-3.9,-3.6,-3.9,-1.1,-0.1,-3.1
COc1ccc(Oc2c(C)oc3cc(OC(=O)N(C)C)ccc3c2=O)cc1,-3.0,-6.5,-1.0,98.0,-4.5,-2.1,-2.3,-0.7,0.5,-7.5
Cc1ccc(-n2c(C)cc(/C=C3\C(=O)NC(=O)N(C)C3=O)c2C)cc1C,-12.1,-6.3,0.6,105.0,-13.3,-12.8,-9.4,3.1,-1.7,-10.7
O=C(Nc1ccccc1Cl)OC1CN2CCC1CC2 (stereo unspecified),25.7,-16.7,0.8,96.0,-4.1,3.1,-1.7,-5.7,-4.0,-2.2
CCN(CC)P(c1n(C)cc[n+]1C)N(CC)CC,6.8,-27.4,-1.8,95.0,1.4,-6.9,4.6,-3.9,4.0,3.8
Cc1nc2cc(C(F)(F)F)ccc2n1C1CCN(Cc2nnnn2CCc2ccccc2)CC1,6.8,12.3,2.5,82.0,2.5,2.8,20.7,3.1,5.1,10.8
COc1ccccc1CN1CCN(C(=O)COc2ccccc2)CC1,9.3,5.8,0.9,97.0,2.4,-7.0,1.8,6.7,2.1,-1.4
COc1ccccc1CC(=O)N1CCN(CCc2ccccc2)CC1,-2.2,-10.6,-1.1,96.0,-11.2,-2.9,2.3,-4.4,-1.9,2.2
Nc1ccc(C(=O)N/N=C2/CN3CCC2CC3)cc1,14.4,-45.0,1.3,102.0,-7.3,0.5,3.5,3.0,1.2,-8.8
Cc1nc(Cl)sc1C(=O)Nc1ccc2ccccc2c1,17.9,-68.5,2.9,102.0,0.2,5.2,-3.4,-5.0,0.5,-4.0
Cc1cc(C)c2c(c1)NP(=S)(c1ccccc1)N2 (stereo unspecified),2.7,-118.3,-2.1,100.0,-0.6,-16.6,-3.4,-5.4,1.1,-15.6
CCOC(=O)C1=C(N)OC2=C(C(=O)CCC2)C12C(=O)N(CC(N)=O)c1ccccc12 (stereo unspecified),6.8,14.9,-0.2,100.0,4.8,8.6,-15.0,0.7,-0.2,-0.3
O=c1[nH]c2ccccc2n1C1CCN(Cc2ccc(-c3[nH]c4cc5ncnc5cc4nc3-c3ccccc3)cc2)CC1,/,13.8,/,122.0,/,0.2,/,-2.5,/,0.6
CC/C(=N\Nc1ccccc1)c1c(O)n(-c2ccc(OC)cc2)c(=O)[nH]c1=O,33.0*,-18.3,3.5,91.0,1.1,-6.7,7.0,-5.0,2.0,10.5
CCN(CC)CCN=Cc1c(O)n(Cc2ccco2)c(=O)[nH]c1=O,0.3,-11.4,2.2,99.0,/,-5.1,-0.5,5.0,-0.6,-0.1
CC1CCN(C(=O)COC(=O)c2cn(C)c3ccccc23)CC1,-2.3,-36.8,-1.3,102.0,3.4,-1.2,10.2,3.2,2.9,-2.3
Cc1ncc(CN2CCCC(C(=O)c3sccc3C)C2)s1 (stereo unspecified),1.8,-9.3,-4.5,97.0,-12.4,12.7,16.8,-4.8,0.4,-0.1
CCOC(=O)C1(c2ccccc2)CCN(CCC(=O)Nc2ccc(F)cc2)CC1,11.4,-3.6,5.7,105.0,-16.6,-4.8,-6.8,-15.9,-2.7,4.5
CN1CCN(c2cc(N3CCCC3)c([N+](=O)[O-])cc2F)CC1,-1.6,10.4,-1.9,96.0,-4.1,2.4,5.6,-5.1,-3.2,2.9
O=C1CN=C(c2ccccc2)c2cc(Br)ccc2N1Cc1cc(=O)n2ccccc2n1,9.4,-4.6,0.9,99.0,1.0,3.7,6.8,1.1,-1.5,-0.5
COc1cc(/C=C2\C[C@H]3[C@@H]4CC=C5C[C@@H](N6CCCC6)CC[C@]5(C)[C@H]4CC[C@]3(C)[C@H]2O)cc(OC)c1OC,-6.3,18.0,0.2,97.0,2.5,1.3,8.1,-9.5,-5.0,-3.0
CN(C)c1ccc([P+](=O)c2ccc(N(C)C)cc2)cc1,14.2,-2.3,0.0,98.0,-0.8,0.8,-2.1,-2.5,-1.1,3.0
C/C(=C\c1ccc(N(C)C)cc1)[N+](=O)[O-],14.3,30.7,0.9,106.0,2.7,10.7,-17.2,-9.3,-14.1,65.1*
O=C1N[C@@H](Cc2ccccc2)C(=O)N2[C@H]1C[C@H]1c3ccccc3N(OOSc3ccccc3)[C@H]12,14.9,6.3,0.7,84.0,0.7,-7.5,-9.2,-2.4,7.3,-5.5
Cc1nn(CC(C)C)c(Cl)c1C(=O)O,6.7,-7.8,3.4,101.0,-1.0,-14.0,-4.8,3.8,1.3,2.5
Cc1ccc2c(c1N)C(=O)c1ccccc1C2=O,2.4,-34.5,-0.1,116.0,-3.0,2.6,-2.8,-5.6,0.7,16.5
C=CCCC[C@@H]1OC(=O)CNC(=O)C([C@@H](C)CC)NC(=O)[C@@H]2CCCN2C(=O)C([C@@H](C)CC)OC(=O)[C@H](Cc2ccccc2)N(C)C(=O)[C@H](C(C)C)NC(=O)C1(C)C (stereo partly specified),/,-18.9,/,98.0,/,-2.1,-6.0,0.1,-5.3,22.4*
CN1[C@@H]2CC[C@H]1CC(OC(=O)C1C=Nc3ccccc31)C2 (stereo partly specified),20.2,-1.3,1.4,95.0,0.2,5.4,25.2,-5.2,0.4,-4.6
Fc1ccc(C(OCCN2CCN(CCCc3ccccc3)CC2)c2ccc(F)cc2)cc1,8.4,4.2,0.6,98.0,-4.8,-2.2,-38.4,-7.8,-14.4,3.4
COc1ccc(C(=O)N2Cc3cnnn3-c3ccccc3C2C#N)cc1 (stereo unspecified),5.5,13.7,-1.5,100.0,-4.6,-5.5,6.1,7.3,0.4,2.3
COC(=O)c1cc(C(O)(C(=O)OC)C(F)(F)F)c(/N=C/N(C)C)s1 (stereo unspecified),4.9,-0.6,-0.6,95.0,13.9,-15.7,-3.7,4.1,-0.4,-5.8
CCc1nc2ccccc2c(=O)n1-c1cccc(OC)c1,-2.2,-13.3,0.2,111.0,-0.4,-3.8,-5.2,5.5,0.7,0.6
c1ccc(C2CN3CCC2CC3)cc1 (stereo unspecified),3.6,-12.5,1.0,101.0,/,-4.5,2.5,3.0,2.1,-4.0
COc1ccccc1NC(=O)N1C[C@@H]2C[C@@H](C1)c1cccc(=O)n1C2,3.9,-9.8,-1.1,97.0,12.3,-9.6,-0.6,0.1,3.6,4.9
COc1ccc(C(C)=O)cc1CC(C(=O)c1ccccc1)N(C)C (stereo unspecified),18.4,-37.9,-0.1,92.0,-6.6,-3.0,4.0,-3.4,1.5,-1.3
COC(=O)C1=C(c2ccc(Cl)c(C(F)(F)F)c2)C[C@@H]2CC[C@H]1N2C(=O)NCCNC(C)=O,4.6,-4.1,-0.8,97.0,-9.4,-12.1,-5.8,0.1,1.8,2.0
COc1ccc(-c2cc(=Nc3ccccc3)c3cc(C)ccc3o2)cc1,-0.9,-51.3,-2.3,101.0,0.5,-3.7,-11.6,-5.8,-11.9,-9.8
CCOc1cc(C(=O)N2CCC3(CC2)OCCO3)cc(OCC)c1OCC,1.4,/,-2.4,101.0,-0.1,-5.5,0.0,-0.2,-0.2,-5.1
